Screening data (PubChem BioAssay)
TNAP inh no acc = human TNAP enzyme inhibitors, primary screen, biochemical, luminescent, no phosphate acceptor, uHTS; 200,000 compounds, 0.26% hits; inhibition, % at 20 µM; purified TNAP, CDP-star luminescence, 30 min; AID 1012, 2008;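 active = tissue-nonspecific alkaline phosphatase inhibition above about 50% at 20 µM in the single-dose screen, limit read from the data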;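 note: 0% = DMSO negative control and 100% = EDTA positive control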
TNAP inh hi DEA = human TNAP enzyme inhibitors, primary screen, biochemical, luminescent, high phosphate acceptor level, uHTS. Alkaline phosphatase, tissue-nonspecific isozyme (Homo sapiens), P05186. purified TNAP, CDP-star luminescence, 1 M DEA. inhibition, % at 20 µM. 200,000 compounds, 0.03% hits;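 active = over 50% inhibition of tissue-nonspecific alkaline phosphatase at 20 µM in the single-dose screen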;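 note: plate controls were DMSO wells for no effect and EDTA-quenched wells as full inhibition for full effect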
FLuc act counter = FLuc activators, initial screening, artefact control for FLuc-dependent activation tests, biochemical, ATPlite luminescence; Luciferin 4-monooxygenase (Photinus pyralis), P08659; ATPlite luciferase biochemical, 10 min; 0 = ATP-free wells, 1 = DMSO control; activation factor at 10 µM; 200,000 tested, under 10 active; AID 1027, 2008;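 active = luciferase activation factor, scaled between plate controls, of at least 2 with compound at 10 µM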
Target sequence (P08659 whole entry, looked up): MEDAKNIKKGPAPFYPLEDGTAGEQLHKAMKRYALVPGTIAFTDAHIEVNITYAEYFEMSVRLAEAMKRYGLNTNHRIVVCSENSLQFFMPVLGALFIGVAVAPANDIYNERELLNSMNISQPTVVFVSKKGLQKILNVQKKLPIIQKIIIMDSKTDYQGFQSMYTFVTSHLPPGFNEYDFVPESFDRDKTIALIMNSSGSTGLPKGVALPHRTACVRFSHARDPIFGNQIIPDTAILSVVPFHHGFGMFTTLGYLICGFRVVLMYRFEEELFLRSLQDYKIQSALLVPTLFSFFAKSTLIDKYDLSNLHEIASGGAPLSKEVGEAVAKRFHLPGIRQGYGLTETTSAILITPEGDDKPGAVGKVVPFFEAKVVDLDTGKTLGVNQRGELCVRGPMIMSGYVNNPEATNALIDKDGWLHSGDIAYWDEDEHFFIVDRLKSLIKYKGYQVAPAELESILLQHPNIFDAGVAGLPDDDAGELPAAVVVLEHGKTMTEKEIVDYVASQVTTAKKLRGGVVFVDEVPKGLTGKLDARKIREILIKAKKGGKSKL
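test system = cell-free luciferase reagent | medium = PBS as buffer for the ATP substrate | dosing = test compounds dosed from 2 mM stocks in 100% DMSO | incubation = 10 min at ambient temperature | detection = luminescence measurement of luciferase light output | benchmarks = low control with PBS replacing ATP, high control enzyme plus ATP without compound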
PMI act = activators of human PMI, primary screen, biochemical, fluorescence intensity, near-Km mannose 6-phosphate; purified human PMI, coupled resazurin fluorescence, 20 min; active compounds read high; 1 = vehicle control, 0 substrate-free wells; activation factor at 20 µM; 190,000 compounds, 0.005% hits; AID 1214, 2008;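 active = activation factor of 2 or more at 20 µM, relative to plate controls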
Target sequence (P34949 whole entry, looked up): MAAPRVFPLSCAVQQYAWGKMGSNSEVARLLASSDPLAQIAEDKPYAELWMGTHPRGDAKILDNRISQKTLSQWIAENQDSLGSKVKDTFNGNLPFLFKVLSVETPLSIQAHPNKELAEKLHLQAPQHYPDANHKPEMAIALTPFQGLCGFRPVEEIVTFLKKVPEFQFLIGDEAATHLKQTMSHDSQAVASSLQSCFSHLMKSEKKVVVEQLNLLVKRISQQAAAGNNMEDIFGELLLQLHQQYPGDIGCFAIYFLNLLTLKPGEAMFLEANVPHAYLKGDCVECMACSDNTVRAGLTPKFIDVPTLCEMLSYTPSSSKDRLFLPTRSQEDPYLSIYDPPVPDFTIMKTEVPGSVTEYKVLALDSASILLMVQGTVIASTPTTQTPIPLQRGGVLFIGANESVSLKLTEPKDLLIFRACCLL
PMI act hi M6P = human PMI activators, high substrate, primary screen, biochemical, fluorescence intensity, near-saturating mannose 6-phosphate; 190,000 compounds, 0.34% hits; Mannose-6-phosphate isomerase (Homo sapiens), P34949; coupled PMI enzyme assay, resazurin fluorescence, 20 min; active compounds read high; 1 = untreated enzyme, 0 = substrate-free blank; activation factor at 20 µM;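 active = activation factor of 2 or more at 20 µM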
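Material: human phosphomannose isomerase with PGI, G6PDH, diaphorase coupling enzymes; amount: PMI at 15 ng/mL final; also added: Mannose-6-phosphate 1.0 mM (near-saturating) plus 0.22 mM NADP+; incubation: enzyme reaction with compound 20 min at room temperature; signal: resorufin fluorescence (Ex 544/Em 590 nm) from resazurin via diaphorase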
Diaphorase act = compounds boosting diaphorase resazurin reduction – biochemical, uHTS, resorufin fluorescence, counter-screen for diaphorase-coupled primary assays, primary screen; Diaphorase/resazurin coupled assay, 16 min; active compounds read high; 1 = vehicle wells, 0 = NADH-free wells; activation factor at 20 µM; 190,000 compounds, 0.005% hits; AID 1229, 2008;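 active = diaphorase activity raised at least twofold by the compound at 20 µM; inactive = activation factor below 2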
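Material: purified diaphorase enzyme from Clostridium kluyveri / Medium: HEPES pH 7.4 buffer with MgCl2 and Tween 20 / Schedule: enzyme reaction of 16 min at room temperature / Measured by: resorufin fluorescence, excitation 544 nm, emission 590 nm / Evaluation: rise in resorufin formation, marking diaphorase activation or chemical reduction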
Diaph inh CS = diaphorase inhibitors and chemical oxidizers, primary screen, counter-screen for diaphorase-coupled primary assays, biochemical, uHTS, resorufin fluorescence; diaphorase resazurin-to-resorufin fluorescence, NADH, 16 min; bacterial (C. kluyveri) enzyme, not human; inhibition, % at 20 µM; 190,000 compounds, 0.69% hits;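 active = primary screen inhibition at 20 µM above a set limit, cut at about 50% in these data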;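 note: plate controls were DMSO with full reaction for no effect and wells lacking NADH for full effect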
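Detection: fluorescence of resorufin formed from resazurin, Ex 544/Em 590 nm; test system: Clostridium kluyveri diaphorase enzyme; amount: 0.14 U/mL diaphorase, enzyme working solution; times: 16-min room-temperature incubation before reading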
HMGR II inh = inhibitors of E. faecalis class II HMGR, primary screen, biochemical, Enterococcus faecalis; inhibition, % at 10 µM; purified E. faecalis HMGR, NADPH absorbance 340 nm kinetic; 190,000 compounds, 0.41% hits; AID 1066, 2008;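 active = inhibition above a set limit, the median over all tested compounds plus 3 SD, cut at about 9.5% in these data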;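 note: enzyme runs in reverse so mevalonate oxidation gives rising NADPH absorbance; 0% = complete reaction with DMSO and 100% = background rate lacking mevalonate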
G6PDH CS = L. mesenteroides G6PDH inhibitors, counter-screen for G6PDH-coupled screening assays, biochemical, Leuconostoc mesenteroides enzyme | glucose-6-phosphate dehydrogenase [Leuconostoc mesenteroides] | Purified L. mesenteroides G6PDH, diaphorase/resazurin coupled fluorescence, 45 min | inhibition, % at 5 µM | 200,000 compounds, 0.12% hits; in the data active = inhibition above about 50%
TNAP act hiacc = TNAP activators at high phosphate acceptor level, primary screen, biochemical, luminescence, uHTS; purified TNAP, CDP-star luminescence, 1 M DEA, 30 min; active compounds read high; 0 = EDTA background, 1 = DMSO-only activity; activation factor at 20 µM; 200,000 tested, under 10 active; AID 1136, 2008;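 active = activation factor at least 2 at 20 µM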
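system = human TNAP | amount = enzyme diluted 1/800 final | reagent = 100 µM CDP-star substrate | signal = luminescent substrate turnover signal | dosing = one dose, 20 µM | benchmarks = EDTA negative control, DMSO positive control | measure = activation factor | timing = 30 min reaction, room temperature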
The depositor's hits bear a star; · = not tested or not shown.

Values run as follows: PMI act hi M6P | Diaphorase act | TNAP act hiacc | G6PDH CS | TNAP inh no acc | TNAP inh hi DEA | HMGR II inh | Diaph inh CS | FLuc act counter | PMI act
> Cc1[nH]n(-c2ccccc2)c(=O)c1C(c1ccccc1C(=O)O)c1c(C)[nH]n(-c2ccccc2)c1=O
 : 1.2 | 1 | 1 | -2 | -10 | -4 | -2 | -2 | 1 | 1.2
> C=CCOc1ccc(Br)cc1CNC(C)(C)CO
 : 1 | 1 | 1 | 4 | -5 | -1 | -2 | -2 | 1 | 1
> COC(=O)c1cc2sc(Cl)cc2n1CC(=O)Nc1ccc(OC)c(OC)c1OC
 : 0.9 | 0.8 | 1.1 | 2 | -11 | -6 | 0 | 16 | 1.1 | 0.9
> CCC(C)n1c(SCC(=O)Nc2cc(C(C)(C)C)nn2-c2ccccc2)nc2ccccc2c1=O (configuration not stated)
 : 0.9 | 0.9 | 1 | 3 | -4 | -5 | -2 | 14 | 1 | 1
> O=C1CCN(C(=O)Nc2ccccc2)N1
 : 1.9 | 0.9 | 1.1 | 0 | -15 | -6 | 1 | 13 | 1.1 | 1.3
> COc1cc([N+](=O)[O-])ccc1NC(=S)NCc1ccccn1
 : 1 | 1 | 1 | -16 | -11 | 3 | -1 | 4 | 1.1 | 0.9
> CC(NC(=O)C1CC1)C(c1cccs1)N1CCN(c2ccccc2)CC1 (configuration not stated)
 : 1 | 0.9 | 1 | 1 | -9 | -3 | -6 | 13 | 1 | 1
> CCOc1ccc(-c2nc(CSc3nnc(N)s3)cs2)cc1
 : 0.9 | 0.9 | 1.1 | 12 | -8 | -8 | -5 | 9 | 0.5 | 0.9
> CCc1cc(-c2n[nH]c(=S)n2-c2ccccc2C)cs1
 : 1 | 0.7 | 1.1 | 8 | -15 | -7 | -4 | 31 | 1 | 0.9
> Nc1nc(N2CCCCC2)nc2ccccc12
 : 1 | 0.9 | 1.1 | 1 | -13 | -6 | 1 | 12 | 1 | 1.1
> O=C(NCc1ccc(F)cc1)C1CCN(c2cnccn2)CC1
 : 1 | 0.9 | 1 | 12 | -11 | -4 | -2 | 6 | 1.1 | 1
> O=C(N/N=C/c1c[nH]c2ccccc12)c1ccn[nH]1
 : 0.9 | 0.9 | 1 | -4 | -47 | -3 | -1 | 6 | 0.7 | 1
> CCOC(=O)Cc1csc(NC(=O)C2CCCN(S(=O)(=O)c3cnc[nH]3)C2)n1 (configuration not stated)
 : 0.9 | 0.8 | 1 | -2 | -8 | -4 | -5 | 24 | 1.1 | 0.9
> COc1ccc(NC(=O)Cn2c(C)cc(=O)c3ccccc32)cc1
 : 1 | 0.9 | 1.1 | -2 | -11 | -6 | -4 | 13 | 1.1 | 0.9
> C1CC1Cc1noc(CN2CCN(C3C4CC5CC(C4)CC3C5)CC2)n1 (configuration not stated)
 : 1 | 0.9 | 1.1 | 2 | -11 | -5 | -9 | 6 | 1.1 | 0.9
> Cc1ccc(Nc2nnc(SC3CCOC3=O)s2)cc1 (configuration not stated)
 : 1 | 0.8 | 1 | -14 | -6 | 0 | -10 | 15 | 0.9 | 1
> CN(C)S(=O)(=O)c1ccc(Cl)c(NC(=O)CSc2nnnn2-c2ccc(O)cc2)c1
 : 1.1 | 1 | 0.9 | -1 | 0 | 8 | -8 | -2 | 0.9 | 1.2
> CC1(CCc2ccccc2)NC(=S)N(c2ccccc2)N1 (configuration not stated)
 : 2.8* | 0.9 | 1 | 10 | 4 | -4 | -5 | 9 | 1 | 1.5
> O=C(NNC(=O)c1sc2ccccc2c1Cl)Nc1ccc(Cl)cc1
 : 1.1 | 1.1 | 1 | 4 | -6 | 4 | 1 | -10 | 1 | 1.2
> COc1ccc(CCNC(=O)CC2SC(=NCCc3ccccc3)NC2=O)cc1 (configuration not stated)
 : 1 | 0.9 | 1 | 0 | -11 | -1 | -2 | 6 | 1.1 | 0.9

Record cards (already shown).
Listed for CCOc1ccc(-c2nc(CSc3nnc(N)s3)cs2)cc1 = PMI act hi M6P: 0.9; Diaphorase act: 0.9; TNAP act hiacc: 1.1; G6PDH CS: 12; TNAP inh no acc: -8; TNAP inh hi DEA: -8; HMGR II inh: -5; Diaph inh CS: 9; FLuc act counter: 0.5; PMI act: 0.9
Listed for O=C(NNC(=O)c1sc2ccccc2c1Cl)Nc1ccc(Cl)cc1 = PMI act hi M6P: 1.1; Diaphorase act: 1.1; TNAP act hiacc: 1; G6PDH CS: 4; TNAP inh no acc: -6; TNAP inh hi DEA: 4; HMGR II inh: 1; Diaph inh CS: -10; FLuc act counter: 1; PMI act: 1.2

The list goes on:
Values run as follows: PMI act hi M6P | Diaphorase act | TNAP act hiacc | G6PDH CS | TNAP inh no acc | TNAP inh hi DEA | HMGR II inh | Diaph inh CS | FLuc act counter | PMI act
> N#Cc1cn(-c2ccccc2)nc1-c1ccccc1
 : 1.1 | 0.9 | 1 | 4 | -10 | -1 | -3 | 5 | 1 | 1.1
> COc1ccc(CN2CCC(CO)(Cc3ccccc3)CC2)cc1Cn1cccn1
 : 1 | 1.1 | 1 | 6 | -8 | -2 | 4 | -9 | 1 | 1
> CN(C)S(=O)(=O)c1ccc(N2CCCC2)c(C(=O)NCc2ccccc2)c1
 : 1 | 0.9 | 1 | 4 | -4 | 0 | 1 | 10 | 1 | 0.9
> CCOC(=O)N1CCC(NC(=O)CCC(=O)N2CC(C)Oc3ccc(C)cc32)CC1 (configuration not stated)
 : 1 | 1 | 1 | 4 | -4 | 0 | -2 | 3 | 0.9 | 1
> COc1ccc(OC)c(S(=O)(=O)N2CCC(C(=O)N3CCc4ccccc4C3)CC2)c1
 : 0.8 | 0.8 | 1.1 | 2 | -8 | -5 | -10 | 19 | 1 | 0.8
> CSc1ccc(C(=O)C2CCCN(C(=O)c3csc(C(C)=O)c3)C2)cc1 (configuration not stated)
 : 1 | 1 | 1 | 8 | -6 | -2 | 1 | -2 | 1 | 1
> CCc1ccc(N/C(N)=N/c2nc(CSc3ccccn3)cc(=O)[nH]2)cc1
 : 1 | 1 | 1 | -2 | -21 | -1 | -4 | 2 | 1 | 1.1
> Cc1ccccc1C(=O)Nc1ccc(C(=O)NNC(=O)CCCOc2ccc(Cl)cc2Cl)cc1
 : 1 | 0.9 | 1.1 | -7 | -15 | -8 | -3 | 9 | 1.1 | 1
> Cn1c(SCC(=O)OC2CCCCC2)nnc1-c1ccc2c(c1)OCO2
 : 1 | 0.9 | 1.1 | 1 | -14 | -8 | -2 | 14 | 1 | 1
> c1ccc(CSc2ccc3nnc(-c4ccccn4)n3n2)cc1
 : 1.1 | 1 | 1 | -9 | -11 | -2 | -10 | 4 | 1 | 1.1
> COc1cccc(C2=NOC(C(=O)NC3CCCCC3)C2)c1 (configuration not stated)
 : 0.5 | 1 | 1.1 | 9 | -7 | -6 | -4 | -3 | 1 | 0.8
> CCC(CC)C(=O)Nc1ccncc1
 : 1 | 0.9 | 1 | 0 | -5 | -2 | -1 | 8 | 1 | 1.1
> Cn1c(=O)c2c(nc(N3CCCCCC3)n2Cc2cccc3ccccc23)n(C)c1=O
 : 0.9 | 0.7 | 1.1 | 4 | -8 | -10 | -4 | 30 | 1.1 | 0.8
> COc1ccc(NC(=O)C(c2ccc(C)cc2)N(C)C(=O)c2ccc(=O)[nH]c2)cc1 (configuration not stated)
 : 1 | 0.9 | 1 | 0 | -6 | -5 | -4 | 13 | 1 | 1
> CCN(CC)S(=O)(=O)c1ccc(Cl)c(C(=O)NCc2ccco2)c1
 : 1 | 1 | 1 | 6 | -8 | -5 | -5 | 3 | 1 | 0.9
> COc1cc(NC(=O)c2cc(C(C)C)on2)cc(OC)c1OC
 : 0.9 | 0.9 | 1 | -2 | -10 | -3 | -5 | 13 | 1 | 1
> COc1ccccc1CNC(=O)COc1ccc([N+](=O)[O-])cc1
 : 1 | 1 | 1 | 0 | -7 | -5 | 7 | 1 | 1 | 1
> COc1ccccc1NC(=O)c1cccc(NC(=O)c2ccco2)c1
 : 1 | 0.9 | 1 | -8 | -13 | -5 | 1 | 8 | 1 | 0.9
> CCOC(=O)c1cc(C#N)c(N)nc1C
 : 0.9 | 0.8 | 1 | -4 | -12 | -3 | 1 | 18 | 1 | 1
> c1cncc(-c2nc(Oc3ccc(-c4nnco4)cc3)c3c4c(sc3n2)CCCC4)c1
 : 1 | 0.9 | 1.1 | -4 | -11 | -10 | · | 7 | 1.1 | 1

Later entries:
Values run as follows: PMI act hi M6P | Diaphorase act | TNAP act hiacc | G6PDH CS | TNAP inh no acc | TNAP inh hi DEA | HMGR II inh | Diaph inh CS | FLuc act counter | PMI act
> OC(CNC1CCCCC1)CN1CCN(CC(O)CNC2CCCCC2)CC1 (configuration not stated)
 : 1.1 | 1.1 | 1 | 3 | -6 | -4 | · | -8 | 1 | 1
> COc1cccc(C(=O)NNC2=CC(=O)CC(C)(C)C2)c1
 : 1 | 1.1 | 1.1 | 7 | 16 | -5 | -1 | -7 | 1.1 | 1.2
> O=C1CC(c2ccc(Cl)cc2)CC(=O)C1CS(=O)(=O)c1ccccc1 (configuration not stated)
 : 1 | 0.9 | 1 | 0 | -2 | -3 | -2 | 9 | 1.1 | 1.6
> COC(=O)N1CCN(CCc2ccccc2)CC1
 : 1 | 1 | 1.1 | -3 | -10 | -6 | 13* | -4 | 1 | 1
> O=C(Cc1ccccc1)NNC(=O)c1cnccn1
 : 0.8 | 0.8 | 1 | 11 | -44 | 4 | 2 | 20 | 1 | 0.7
> CCOC(=O)c1ccc(NC(=O)COC(=O)c2cccc(Oc3ccccc3)c2)cc1
 : 0.9 | 0.8 | 1.1 | -7 | -9 | -6 | -2 | 23 | 1 | 0.9
> CCOC(=O)Cc1cc(-c2ccc(OC)cc2)nc2ccc3ccccc3c12
 : 1 | 0.8 | 1 | -19 | -14 | -3 | -4 | 22 | 1 | 0.8
